PLC-gamma1 inh: inhibitors of human phospholipase C gamma1; inhibition, % at 12.2 µM; purified PLC-gamma1, fluorogenic substrate, fluorescence; hit rate 0.84% among 370,000; in the data active = inhibition above about 9.5%
ADAM17 inh: inhibitors of human ADAM17; AID 720648; hit rate 0.83% among 370,000; recombinant ADAM17, EDANS/DABCYL FRET peptide cleavage; inhibition, % at 6.95 µM; P78536;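 active = inhibition above the mean of compounds lying between control limits plus 3 SD, set per campaign, cut at about 8.5% in these data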;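 note: 0% = DMSO-only wells as the low control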
Target sequence (P78536 215-824 limits assumed): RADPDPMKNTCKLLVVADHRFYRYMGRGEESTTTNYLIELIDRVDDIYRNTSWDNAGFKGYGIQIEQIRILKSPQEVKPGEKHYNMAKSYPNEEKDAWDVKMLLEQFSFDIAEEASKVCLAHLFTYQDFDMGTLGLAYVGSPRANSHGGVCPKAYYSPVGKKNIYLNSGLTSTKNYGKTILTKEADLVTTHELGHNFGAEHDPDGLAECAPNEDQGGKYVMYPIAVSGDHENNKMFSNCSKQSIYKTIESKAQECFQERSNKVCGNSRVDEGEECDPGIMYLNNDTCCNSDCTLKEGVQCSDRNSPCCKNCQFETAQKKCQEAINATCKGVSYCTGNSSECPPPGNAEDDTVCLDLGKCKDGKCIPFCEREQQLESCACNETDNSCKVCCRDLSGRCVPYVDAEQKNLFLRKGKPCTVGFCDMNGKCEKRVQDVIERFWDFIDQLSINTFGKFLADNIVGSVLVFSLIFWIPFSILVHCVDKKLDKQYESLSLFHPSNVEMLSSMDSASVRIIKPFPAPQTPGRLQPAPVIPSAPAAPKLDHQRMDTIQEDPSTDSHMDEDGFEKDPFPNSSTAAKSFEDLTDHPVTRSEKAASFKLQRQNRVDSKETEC
KLK7 zymogen act: proKLK7 (human) activation, primary screen. hit rate 0.9% among 370,000. activation, % at 7 µM. AID 652039. purified proKLK7, EDANS-DABCYL substrate fluorescence; 100% is mature enzyme control, 0% vehicle;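 active = activation above the mean of all tested compounds plus 3 SD, computed per campaign excluding outliers beyond control limits, cut at about 13% in these data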
UHRF1 binding: blocks human UHRF1 binding to methylated DNA; hit rate 0.75% among 370,000; UHRF1 binding to methylated oligo, TR-FRET; inhibition, % at 4.4 µM; Q96T88; in the data active = inhibition above about 21%;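 note: UHRF1 SRA domain binding a hemimethylated CpG hairpin DNA probe; 0% = median of test compound wells and 100% = reference inhibitor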
ASAP1 GAP inh: inhibitors of human ASAP1 ArfGAP activity | inhibition, % at 16.5 µM | Q9ULH1 | hit rate 0.19% among 360,000 | ASAP1-stimulated ARF1 GTP hydrolysis, GDP FP detection; in the data active = inhibition above about 25%;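 note: 0% = vehicle with enzyme and substrate and 100% = no enzyme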
DDE Tn6 FP inh: inhibitors of Tn6 peptide binding to human fibrin DD(E); P02675; Fibrin DD(E) TRITC-Tn6 fluorescence polarization displacement; inhibition, % at 8.3 µM; hit rate 0.21% among 370,000;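 active = inhibition above a per-campaign cutoff: mean of compounds within control limits plus 3 SD, cut at about 15% in these data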;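 note: 0% = median of all compound wells on the plate and 100% = blocking peptide control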
DDE Tn7 FP inh: disrupts Tn7 cyclic peptide binding to fibrin D-Dimer-E complex. P02675. FP displacement of FITC-Tn7 peptide from fibrin DD(E); 0% = median of compound wells per plate. inhibition, % at 8.3 µM. hit rate 0.13% among 370,000;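 active = inhibition above the mean of compounds falling within the control limits plus 3 SD of them, cut at about 14% in these data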;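 note: 0% = plate median of compound wells and 100% = 10 µM Aha-Tn7 peptide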
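Assay system: Human fibrin DD(E) protein | Medium: Tris buffer with calcium and detergent, pH 7.8 | Reagent: 0.1 µM fluorescent Tn7 | Compound dosing: Single point at 8.3 µM | Times: 10 min preincubation, 3 h with tracer, room temperature | Detection: Fluorescence polarization of the labelled Tn7 tracer | Controls: Aha-Tn7 high control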
MBD2 inh: inhibitors of human MBD2 binding to methylated oligonucleotide. TR-FRET. inhibition, % at 4.4 µM. hit rate 0.31% among 370,000; in the data active = inhibition above about 13%
Target sequence (Q9UBB5 whole entry, looked up): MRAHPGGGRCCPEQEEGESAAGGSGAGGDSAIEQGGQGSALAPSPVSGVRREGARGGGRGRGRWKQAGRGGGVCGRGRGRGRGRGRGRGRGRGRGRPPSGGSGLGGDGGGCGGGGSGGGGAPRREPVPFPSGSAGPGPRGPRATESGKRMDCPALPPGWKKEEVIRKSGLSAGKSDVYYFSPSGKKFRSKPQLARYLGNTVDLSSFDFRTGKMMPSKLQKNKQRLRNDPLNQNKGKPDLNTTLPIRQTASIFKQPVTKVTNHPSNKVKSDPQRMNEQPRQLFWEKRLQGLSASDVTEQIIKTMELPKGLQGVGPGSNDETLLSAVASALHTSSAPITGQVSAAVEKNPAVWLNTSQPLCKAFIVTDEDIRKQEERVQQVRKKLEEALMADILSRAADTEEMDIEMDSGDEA
PLC-beta3 inh: PLC-beta3 (human) inhibition, primary screen. Purified PLC-beta3, fluorogenic substrate, fluorescence. inhibition, % at 12.2 µM. hit rate 0.18% among 370,000. AID 720704; in the data active = inhibition above about 11%;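 note: 0% = median of compound wells on plate and 100% = full blocker control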
ARFGAP1 inhibitor: inhibitors of rat ARFGAP1; Q62848; Arfgap1-stimulated ARF1 GTP hydrolysis, GDP FP detection; inhibition, % at 16.5 µM; hit rate 0.26% among 360,000;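 active = inhibition above a per-plate limit, mean inhibition of low control wells plus 3 SD, cut at about 25% in these data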;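 note: 0% = DMSO wells with enzyme and 100% = wells lacking Arfgap1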
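Replicates: Single well per compound | Assay system: Truncated rat Arfgap1 GAP domain | Control set: No-Arfgap1 wells (100%) versus DMSO full-reaction wells (0%) | Times: Enzyme reaction 120 min at 25 °C after 20 min preincubation | Reagent: Human ARF1(Δ1-17)-GTP substrate | Measured by: Tracer-displacement fluorescence polarization with EDTA stop, 620/688 nm | Measure: Percent inhibition of Arfgap1-stimulated GTP hydrolysis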
* hit, by the source's call; i = inactive; . = no result given.

SMILES	PLC-gamma1 inh	ADAM17 inh	KLK7 zymogen act	UHRF1 binding	ASAP1 GAP inh	DDE Tn6 FP inh	DDE Tn7 FP inh	MBD2 inh	PLC-beta3 inh	ARFGAP1 inhibitor
CN1CCN(C(c2ccc(Br)cc2)c2cc(Cl)c3cccnc3c2O)CC1 (stereo unspecified)	-17	20*	-0.3	-12	4	-14	-7	0	-28	-6
CNC(=O)n1cc(C)c(-c2cccs2)n1	0	-4	0.3	-1	-7	1	2	-7	-2	-15
COCCN(CCOC)Cc1cc(=O)oc2cc(OC)ccc12	-67	-82	-3.1	-2	2	7	3	-1	-99	5
CCCCC(=O)Nc1nc(C)c(C(C)=O)s1	1	0	0.3	2	9	-1	0	1	1	5
COc1cccc(NC(=O)C2CSC3(C)CCC(=O)N23)c1 (stereo unspecified)	2	-4	-0.1	1	6	-1	-7	2	4	9
CC1=C(C(=O)OCc2ccccc2)C(c2ccc(N(C)C)cc2)NC(=O)N1 (stereo unspecified)	-4	-4	-0.5	-3	14	4	6	2	-5	3
Cc1nc(SCCC(C)C)c([N+](=O)[O-])[nH]1	6	0	-0.5	1	6	5	0	-2	3	8
CCOc1ccc(NC(=O)C2CCN(C(=O)NCc3ccccc3)CC2)cc1	-3	-5	0.6	0	4	-7	6	1	0	4
COc1cccc(C2=CC(c3cc(OC)ccc3OC)n3nnnc3N2)c1 (stereo unspecified)	-32	-6	0.4	0	-1	-9	3	7	-42	11
COc1cc(OC)nc(NC(=O)CS(=O)(=O)c2ccccc2)n1	5	3	0.4	-1	2	-1	-10	-2	-4	-10
Cc1ccc(N(CC(=O)NCC2CCCO2)S(=O)(=O)c2ccccc2)c(C)c1 (stereo unspecified)	3	0	0.1	-1	-3	-1	-3	-3	-3	12
CC(C)Sc1oc(-c2ccco2)nc1S(=O)(=O)c1ccc(F)cc1	-10	-6	0.5	1	3	-2	-1	3	-17	-3
COc1ccc(N2CCN(C(=O)C(C)(C)Oc3ccc(Cl)cc3)CC2)cc1	3	4	0.0	0	-8	0	8	-8	0	-3
CCOc1ccc(N2CC(C(=O)N3CCN(C(=O)c4ccco4)CC3)CC2=O)cc1 (stereo unspecified)	-2	-2	-0.2	-1	8	1	5	2	-8	-6
CCCC(c1nnnn1CCOC)N1CCN(c2cccc(OC)c2)CC1 (stereo unspecified)	-1	-4	-0.1	1	-7	1	1	-4	1	1
Cc1sc2nc(CN3CCCC3)nc(NCc3ccncc3)c2c1C	-21	-12	-0.8	0	3	-6	-4	2	-31	-14
COc1ccc(CN2CCNC(=O)C2CC(=O)NCCSc2nccn2C)cc1OC (stereo unspecified)	-6	-5	-0.2	-1	7	0	3	8	-7	-1
CC(=O)c1ccc(OC(C)C)c(CSc2nc(O)cc(=O)[nH]2)c1	1	0	0.2	1	-3	0	1	2	2	-4
COc1cc(C(=O)NNC(=O)CNC(=O)c2ccc(Br)o2)cc(OC)c1OC	-2	-1	-0.5	0	-2	2	0	1	-3	-2
Cc1ccc(/C=c2\sc3nc(-c4ccccc4Br)nn3c2=O)o1	-2	0	0.1	15	2	7	2	-1	-8	-6
C#CCCC(=O)Nc1sc2c(c1-c1nc3ccccc3s1)CCN(C(C)C)C2	i	-110	.	-24	.	4	16*	7	i	.
CS(=O)(=O)c1cccc(C(=O)OCC(=O)NCc2cccs2)c1	2	-1	0.2	3	6	-3	-2	-1	-4	-2
Cn1cc(Cl)c(C(=O)NC2CCCC2)n1	-3	-5	-0.1	-1	1	8	3	3	1	-4
O=[N+]([O-])c1ccc(C=Nc2ccc(Cl)cc2Cl)s1	-2	-6	-0.9	-1	3	3	2	-4	3	-3
CN(C)/C=C/C(=O)c1ncc(C(F)(F)F)cc1Cl	-3	-7	-0.7	-1	-4	5	3	1	-11	-10

Remaining list, next part:
SMILES	PLC-gamma1 inh	ADAM17 inh	KLK7 zymogen act	UHRF1 binding	ASAP1 GAP inh	DDE Tn6 FP inh	DDE Tn7 FP inh	MBD2 inh	PLC-beta3 inh	ARFGAP1 inhibitor
COc1cc2ncnc(NCc3ccco3)c2cc1OC	0	-1	-0.3	2	-5	2	1	-2	-4	8
COc1cc(OC)cc(-c2c(-c3cccs3)c3cc(-c4ccc5c(c4)OCO5)ccc3n2C)c1	-12	0	-0.4	2	14	-2	0	0	-22	11
CC(=O)n1cc(/C=N/NC(=O)c2ccc([N+](=O)[O-])cc2)c2ccccc21	1	-2	0.2	-1	18	-3	-5	-7	-3	2
O=[N+]([O-])c1ccccc1/C=N/NC1=NCCN1	-1	-3	0.0	0	1	5	2	5	-1	-10
Cc1ccccc1OCC(=O)OCC(=O)N1CCc2ccccc21	2	-4	-0.1	0	-10	6	5	0	-7	1
CCCCCCC1CCC(C(=O)Nn2c(C)nc3ccccc3c2=O)CC1 (stereo unspecified)	-3	0	0.6	-4	-8	7	1	-2	1	-2
Nc1ncnc2c1nc(Sc1ccc(Cl)cc1)n2[C@@H]1O[C@@H]2COP(=O)(O)O[C@H]2[C@H]1O	3	-8	-0.8	1	14	-2	7	1	2	-2
O=C1C2=C(c3ccccc31)[N+](=O)[C@@H]1CCCC[C@@H]1N2[O-]	-1	-3	-0.2	-12	-6	-1	1	-14	1	0
COc1ccc([C@H]2/C=C\CN(S(=O)(=O)c3cccc4cccnc34)[C@@H](C)C(=O)N2Cc2ccc(F)cc2)cc1	-1	7	-0.3	1	7	4	0	-3	1	1
COc1ccc(OCCn2cc(/C(N)=N/O)c3ccccc32)cc1	9	4	-0.3	3	12	0	-10	2	11*	-3
Cc1ccc(NC(=O)CN(C)C(=O)C2CCC2)cc1	4	3	0.7	1	14	-6	-7	3	-4	1
CCn1c(=O)c(C(=O)NC(C)C)c(O)c2ccccc21	-2	-2	0.4	0	-9	-2	-4	-4	2	5
COc1ccccc1C(=O)N1CCC2CCN(C(=O)OC(C)(C)C)C2C1 (stereo unspecified)	3	7	0.0	0	5	5	5	-4	8	6
O=C(OCC(O)C(O)C(O)COC(=O)c1ccccc1)c1ccccc1 (stereo unspecified)	2	-3	0.0	0	-6	-4	3	4	1	-4
COc1ccccc1C(=O)NC(=S)Nc1ccc(N2CCN(C(=O)c3ccco3)CC2)cc1	2	3	0.5	5	12	3	2	-1	-7	8
COc1ccc(S(=O)(=O)Cc2ccc(C(=O)NCCc3cc(OC)ccc3OC)o2)cc1	0	-1	0.0	20	-1	-4	-8	2	-6	-9
COc1ccc(NS(=O)(=O)c2ccc3[nH]c(=O)[nH]c3c2)cc1OC	-2	0	0.2	-4	2	-2	-3	-1	-4	-13
O=C(Nc1ccc2c(c1)Cc1ccccc1-2)c1ccncc1	2	0	-0.2	-6	0	-2	3	-2	1	7
O=S(=O)(O)c1ccc(N2N=C(c3ccccc3)CC2c2ccccc2)cc1 (stereo unspecified)	i	i	56*	2	-3	1	2	2	i	-13
C/C(=N\OCC(=O)OCC(=O)Nc1cc(S(C)(=O)=O)ccc1Cl)c1ccc2c(c1)OCO2	-1	-7	1.8	1	-8	-1	7	0	-7	-3
COc1cc(OC)cc(C(=O)NC2CCN(Cc3nnnn3Cc3ccc(F)cc3)CC2)c1	-1	-2	0.7	0	4	0	-1	7	-3	10
O=C(NC1CCCC1)c1cccc2c1C(=O)c1ccc(Cl)cc1S2(=O)=O	0	-5	0.0	1	2	0	-4	6	0	9
O=C(Cc1c[nH]c2ccccc12)Nc1ccc(Nc2cccnc2)c(-c2ccc(Oc3ccccc3)cc2)c1	-7	3	-0.7	-4	6	-2	2	2	-6	17
CCCCN(CC)CCNC(=O)C1CCN(S(=O)(=O)c2cccc3nsnc23)CC1	4	3	-0.7	9	-14	14	-7	2	-6	-5
CC(C)Sc1cc(N2CCOCC2)nc(-c2ccccc2)n1	5	1	0.6	1	-6	3	-3	3	5	0

An excerpt from above in order of SMILES length, high to low:
SMILES	PLC-gamma1 inh	ADAM17 inh	KLK7 zymogen act	UHRF1 binding	ASAP1 GAP inh	DDE Tn6 FP inh	DDE Tn7 FP inh	MBD2 inh	PLC-beta3 inh	ARFGAP1 inhibitor
O=C(Cc1c[nH]c2ccccc12)Nc1ccc(Nc2cccnc2)c(-c2ccc(Oc3ccccc3)cc2)c1	-7	3	-0.7	-4	6	-2	2	2	-6	17
CC(=O)n1cc(/C=N/NC(=O)c2ccc([N+](=O)[O-])cc2)c2ccccc21	1	-2	0.2	-1	18	-3	-5	-7	-3	2
COc1cc(OC)cc(C(=O)NC2CCN(Cc3nnnn3Cc3ccc(F)cc3)CC2)c1	-1	-2	0.7	0	4	0	-1	7	-3	10
O=C(Nc1ccc2c(c1)Cc1ccccc1-2)c1ccncc1	2	0	-0.2	-6	0	-2	3	-2	1	7
Cc1ccc(NC(=O)CN(C)C(=O)C2CCC2)cc1	4	3	0.7	1	14	-6	-7	3	-4	1

The listing continues.
SMILES	PLC-gamma1 inh	ADAM17 inh	KLK7 zymogen act	UHRF1 binding	ASAP1 GAP inh	DDE Tn6 FP inh	DDE Tn7 FP inh	MBD2 inh	PLC-beta3 inh	ARFGAP1 inhibitor
COC(=O)C12C=C3CC(c4ccccc4)=C3C(=O)N1Cc1[nH]c3ccccc3c1C2 (stereo unspecified)	-9	-6	-0.3	-1	.	1	3	-1	-15	.
O=C(O)c1ccc(N2C(=O)CC(N3CCN(c4cccc(Cl)c4)CC3)C2=O)cc1 (stereo unspecified)	-2	-5	-0.1	1	12	0	1	0	-9	-10
CC1(Oc2cccc(F)c2)CCN(Cc2ccc3ccccc3c2)C1 (stereo unspecified)	1	1	-1.1	0	13	2	-2	-8	0	-3
O=C(c1ccc(Cl)c(S(=O)(=O)N2CCc3ccccc32)c1)N1CCN(c2ccccc2O)CC1	-1	4	0.8	4	9	-5	2	0	4	-6
COc1ccc(S(=O)(=O)N(CCc2ccccc2)CC(N)=O)cc1	0	-1	0.1	-1	-8	1	0	-3	2	-6
O=C(COC(=O)c1cc([N+](=O)[O-])ccc1N1CCOCC1)NCc1ccc(Cl)cc1Cl	1	2	0.8	1	9	-1	-2	-2	-12	11
Cc1ccc(NC(=O)c2ccccc2NC(=O)c2cccnc2)cc1	-3	-3	-0.1	-4	-11	-4	-4	3	-3	-8
O=C(O)COc1ccc(Nc2ccccc2)cc1	2	-8	-0.5	5	-14	-9	0	4	-1	17
C/C=C\C=C\C(=O)Nc1cccc(C2=NOC3(C2)C[C@@H](C(N)=O)N(C(=O)C(c2ccccc2)c2ccccc2)C3)c1 (stereo partly specified)	-1	4	0.6	2	6	-9	-9	-1	-2	10
CN(C)c1ccc(CNC(=O)C2(C)Cc3c(-c4ccc(N(C)C)cc4)ccnc3O2)cc1 (stereo unspecified)	-272	-176	-8.6	0	10	-5	5	-7	-350	1
Cc1ccc(N2C(=N)/C(=C3/Nc4ccccc4S3)C(c3ccccc3)C2=O)cc1 (stereo unspecified)	0	-2	0.4	1	6	7	-2	0	-4	1
S=c1[nH]nc(Cn2cnc3ccccc32)n1-c1ccccc1	2	-2	0.2	-1	7	1	4	0	-6	6

Bioassay records (PubChem)

An unsorted share of the library, and some 4.1% of all compounds hit somewhere here.
